High-throughput results deposited in PubChem by several laboratories.
Mdm2 ligase inh = blocks human Mdm2 ubiquitin ligase activity | cell-based MDM2 ubiquitination luciferase reporter, 2 h; 0 = plate control, 100 = twice control, blank-subtracted | signal enhancement, % at 5 µM | hit rate 0.11% among 210,000 | AID 1230;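 active = signal enhancement of 30% or more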;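 also: luminescence tracks abundance of the self-degrading MDM2-luciferase fusion protein; higher signal means inhibition of MDM2 E3 ligase activity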
Target sequence (Q00987 whole entry, looked up, the tested form may be a part): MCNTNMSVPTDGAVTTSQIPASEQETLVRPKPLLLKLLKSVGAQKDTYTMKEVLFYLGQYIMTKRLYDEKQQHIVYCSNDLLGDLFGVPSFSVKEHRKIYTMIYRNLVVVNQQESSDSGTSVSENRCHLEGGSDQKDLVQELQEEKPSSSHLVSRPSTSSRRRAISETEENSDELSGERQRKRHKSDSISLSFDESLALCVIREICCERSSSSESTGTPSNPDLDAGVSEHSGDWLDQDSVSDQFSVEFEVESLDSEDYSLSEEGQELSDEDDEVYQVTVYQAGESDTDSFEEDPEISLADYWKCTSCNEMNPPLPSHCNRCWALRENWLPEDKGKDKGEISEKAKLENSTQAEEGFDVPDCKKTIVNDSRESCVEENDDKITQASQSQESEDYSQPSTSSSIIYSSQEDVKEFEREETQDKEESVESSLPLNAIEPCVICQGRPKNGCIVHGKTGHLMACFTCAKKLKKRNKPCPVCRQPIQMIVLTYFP
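Timing – 2 h compound exposure at 37 °C · Assay system – mammalian cells stably expressing self-ubiquitinating, self-degrading MDM2 E3–luciferase fusion · Amount – 2000 cells seeded into each well · Measure – % luminescence enhancement versus blank-corrected plate control mean · Measured by – SteadyLite luminescence, 15 min reagent step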
Runt-SMMHC FRET = Runt domain-CBFb-SMMHC interaction inhibition. Q01196+Q13951. Cerulean-Runt/Venus-CBFb-SMMHC FRET ratio 530/480, 1 h. inhibition, % at 20 µM. hit rate 0.74% among 220,000. AID 1434;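 active = mean inhibition across duplicate retests at 20 µM reaching about 50%, limit read from the data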;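 also: 0% = DMSO wells and 100% = wells with excess untagged CBFb-SMMHC; inhibitors lower the FRET ratio by blocking Runt binding to CBFb-SMMHC; some results filed as inactive read as strong as hits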
EBV gp42 block = EBV gp42 inhibition; Fluorescence polarization binding assay, mP read-out; inhibition, % (tested at 21.74 µM); hit rate 0.42% among 220,000; AID 1085; in the data active = inhibition above about 50%
TRPN1 ag = agonists of zebrafish TRPN1 channel; HEK293 zebrafish TRPN1-YFP, Fluo-8 calcium fluorescence; 100% = response to 87 µM carbachol; AID 1424; hit rate 0.18% among 220,000; activation, % at 3 µM;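 active = activation above its plate's cutoff, the mean activation of test wells on that plate plus 3 SD, cut at about 19% in these data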;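 also: 0% = DMSO alone and 100% = 87 µM carbachol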
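Material: zebrafish TRPN1-YFP in HEK293 cells; Doses: single test compound dose, 3 µM nominal, 0.3% DMSO; Timing: dye loading 1 h at 37 °C, then 30 min room temperature; Technique: intracellular calcium fluorescence with Fluo-8; Benchmarks: high carbachol 87 µM, low DMSO alone.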
NCF1 inh = p47phox (human) inhibition | p47phox/p22phox peptide binding, fluorescence polarization, 2 h | AID 1274 | P14598 | inhibition, % at 24.7 µM | hit rate 0.53% among 220,000;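 active = inhibition above about 30%, limit read from the data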;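 also: 0% = p47phox with labelled peptide and 100% = labelled peptide alone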
PPC-1+TRAIL kill = compounds killing PPC-1 cancer cells with TRAIL present (potentiator screen, no TRAIL-free arm) | PPC-1 cells + TRAIL, ATPLite viability luminescence | hit rate 0.41% among 220,000 | cell killing (% activity), % at 4 µM;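 active = cell killing above 50% in the first pass at 4 µM, then a duplicate retest at 5 µM averaging 50% or more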;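 also: plate controls were cells with TRAIL plus DMSO for no effect and medium-only wells lacking cells for full effect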
CHOP inh = blocks CHOP induction under ER stress | inhibition, % at 10 µM | hit rate 3.8% among 220,000 | CHO-K1 CHOP-promoter luciferase, tunicamycin-induced, 15-18 h | AID 2732;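 active = compounds that reduced the stress-induced luciferase reporter signal by more than about 70% of percent inhibition, limit read from the data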;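 also: 0% = tunicamycin plus vehicle and 100% = wells without tunicamycin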
TNF death inh = inhibitors of TNF-alpha induced necroptosis in Jurkat FADD-/- cells; Jurkat FADD-/- TNF necroptosis rescue, ATP luminescence, 24 h; 0 = TNF only, 100 = no-TNF cells; activation (protection from cell death), % at 10 µM; hit rate 0.068% among 220,000; AID 463075;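 active = activation, meaning protection from cell death, of at least 50% relative to plate controls; inactive = activation below 50%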;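 also: necroptosis triggered by 40 ng/mL TNF-alpha added together with compound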
TRPML3 ag = activates the human TRPML3 channel; hit rate 0.29% among 220,000; AID 1448; HEK293 TRPML3-YFP, Fluo-8 calcium fluorescence; 100% = the carbachol control signal; Q8TDD5; activation, % at 3 µM;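 active = activation above its plate's cutoff, the mean activation of the plate's test wells plus 3 SD, cut at about 12% in these data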;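 also: 0% = DMSO only wells and 100% = carbachol wells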
Target sequence (Q8TDD5 whole entry, looked up): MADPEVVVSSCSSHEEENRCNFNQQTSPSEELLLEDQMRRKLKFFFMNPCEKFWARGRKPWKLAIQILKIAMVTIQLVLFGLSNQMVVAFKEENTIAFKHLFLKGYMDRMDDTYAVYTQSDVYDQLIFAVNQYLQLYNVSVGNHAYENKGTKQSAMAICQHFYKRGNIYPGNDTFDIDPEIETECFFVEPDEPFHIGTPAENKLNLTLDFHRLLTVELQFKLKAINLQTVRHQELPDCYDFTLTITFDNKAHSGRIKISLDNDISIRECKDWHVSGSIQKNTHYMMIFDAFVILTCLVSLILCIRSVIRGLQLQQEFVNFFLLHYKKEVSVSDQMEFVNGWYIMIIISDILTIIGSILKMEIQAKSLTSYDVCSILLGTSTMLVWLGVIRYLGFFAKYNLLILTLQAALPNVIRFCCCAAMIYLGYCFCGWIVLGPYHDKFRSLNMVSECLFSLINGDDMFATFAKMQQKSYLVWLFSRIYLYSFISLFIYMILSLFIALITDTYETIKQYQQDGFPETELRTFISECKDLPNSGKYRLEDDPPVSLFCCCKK
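Test system – HEK293 line with stable expression of human TRPML3-YFP channel · Control set – carbachol 87 µM final as high control (100%), DMSO as low control (0%) · Signal – Fluo-8 calcium dye fluorescence, ex 470-495, em 515-575 nm · Incubation – 1-h 37 °C dye load, 5-s basal, 120-s post-compound reads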
Active calls of the source: *.

O=C(CN1CCN(c2ccccc2O)CC1)NCCCc1ccccc1 was read as Mdm2 ligase inh -16.6, Runt-SMMHC FRET -0.7, EBV gp42 block -4.1, TRPN1 ag 0.1, NCF1 inh -2.5, PPC-1+TRAIL kill 3.5, CHOP inh 8.2, TNF death inh 1.0 and TRPML3 ag 0.2.
Screening COc1ccc(N2C(=O)CC(N3CCN(S(=O)(=O)c4ccc(Cl)cc4)CC3)C2=O)cc1 (centres undefined) returned Mdm2 ligase inh 5.0, Runt-SMMHC FRET 1.9, EBV gp42 block -13.3, TRPN1 ag -1.1, NCF1 inh -8.1, PPC-1+TRAIL kill 14.7, CHOP inh 10.8, TNF death inh 2.4 and TRPML3 ag 0.7.
For COc1cccc(C(=O)N2CCN(C3CCC(c4ccccc4)CC3)CC2)c1 (centres undefined) the results were Mdm2 ligase inh -7.0, Runt-SMMHC FRET 1.7, EBV gp42 block -18.1, TRPN1 ag -0.6, NCF1 inh -1.6, PPC-1+TRAIL kill 24.4, CHOP inh 45.4, TNF death inh 0.0 and TRPML3 ag -0.1.
`CC(C)OCCCNc1ncc2c(n1)CC(c1ccc(N(C)C)cc1)CC2=O` (centres undefined) gave Mdm2 ligase inh -12.0, Runt-SMMHC FRET -0.5, EBV gp42 block 0.2, TRPN1 ag -0.8, NCF1 inh -0.8, PPC-1+TRAIL kill 7.4, CHOP inh 57.3, TNF death inh -4.6 and TRPML3 ag 0.1.
CNC(=O)c1nnc(Cc2ccc(F)cc2)o1 was read as Mdm2 ligase inh -1.8, Runt-SMMHC FRET 1.3, EBV gp42 block -13.2, NCF1 inh -1.5, PPC-1+TRAIL kill 7.7, CHOP inh -13.2 and TNF death inh 4.2.
CC(=O)Nc1ccc2nc(NC(=O)COc3cccc(C)c3)sc2c1 was read as Mdm2 ligase inh -9.1, Runt-SMMHC FRET 6.3, EBV gp42 block -4.5, TRPN1 ag 0.4, NCF1 inh -12.4, PPC-1+TRAIL kill 22.7, CHOP inh -7.0, TNF death inh 4.3 and TRPML3 ag 0.4.
`CC(C)CCNC(=O)C(C)N(Cc1ccc(F)cc1)C(=O)c1ccc(CN2CCOCC2)o1` (centres undefined) gave Mdm2 ligase inh -6.2, Runt-SMMHC FRET 1.7, EBV gp42 block 0.2, TRPN1 ag 1.2, NCF1 inh -6.9, PPC-1+TRAIL kill 11.6, CHOP inh -12.0, TNF death inh 2.2 and TRPML3 ag 0.7.
For COc1cc(-c2nnc(SCC(=O)N3CCCC3)o2)cc(OC)c1OC the results were Mdm2 ligase inh -1.1, Runt-SMMHC FRET -5.1, EBV gp42 block -19.4, TRPN1 ag 1.5, NCF1 inh -4.2, PPC-1+TRAIL kill -27.4, CHOP inh -20.7, TNF death inh -2.6 and TRPML3 ag -0.7.
`Cc1c(NC(=O)Nc2cccc(Cl)c2)c(=O)n(-c2ccccc2)n1C` gave Mdm2 ligase inh -10.4, Runt-SMMHC FRET -0.3, EBV gp42 block -3.3, TRPN1 ag 0.9, NCF1 inh -11.8, PPC-1+TRAIL kill 1.6, CHOP inh 2.9, TNF death inh 4.2 and TRPML3 ag 0.6.
`CCOC(=O)c1c(C)nc2ccccc2c1C` gave Mdm2 ligase inh -16.2, Runt-SMMHC FRET -10.8, EBV gp42 block 6.1, TRPN1 ag 0.6, NCF1 inh 2.4, PPC-1+TRAIL kill 13.7, CHOP inh 13.5, TNF death inh 0.4 and TRPML3 ag 0.3.
O=C(COc1ccc(Br)cc1CNC1CCCCC1)NCCc1ccccc1 was read as Mdm2 ligase inh 1.6, Runt-SMMHC FRET 1.6, EBV gp42 block 5.6, TRPN1 ag 1.2, NCF1 inh -9.5, PPC-1+TRAIL kill 11.0, CHOP inh 36.3, TNF death inh 3.4 and TRPML3 ag 2.2.
Screening Cc1ccc2nc(-c3ccc(NS(=O)(=O)c4ccccc4)cc3)sc2c1 returned Mdm2 ligase inh -10.8, Runt-SMMHC FRET 12.8, EBV gp42 block -0.7, TRPN1 ag 0.8, NCF1 inh -3.6, PPC-1+TRAIL kill 5.6, CHOP inh 18.8, TNF death inh 2.7 and TRPML3 ag 0.6.
For CCCC(C)C(=O)Nc1ccc(Cl)cn1 (centres undefined) the results were Mdm2 ligase inh -11.3, Runt-SMMHC FRET 1.2, EBV gp42 block -15.9, TRPN1 ag -0.3, NCF1 inh -2.2, PPC-1+TRAIL kill 14.5, CHOP inh 14.3, TNF death inh 2.3 and TRPML3 ag 0.9.
For CC(C)CC(=O)NN1CCCCC1 the results were Mdm2 ligase inh -11.8, Runt-SMMHC FRET -0.2, EBV gp42 block -5.7, TRPN1 ag 0.4, NCF1 inh -8.0, PPC-1+TRAIL kill 5.3, CHOP inh 12.5, TNF death inh 1.8 and TRPML3 ag 0.8.
Screening O=C(COc1ccc2ccccc2c1Br)Nc1ncn[nH]1 returned Mdm2 ligase inh -8.8, Runt-SMMHC FRET 5.0, EBV gp42 block -17.3, TRPN1 ag 1.4, NCF1 inh -8.5, PPC-1+TRAIL kill -10.1, CHOP inh -21.8, TNF death inh 0.6 and TRPML3 ag 0.2.
Screening Cc1cc(-c2nnc(CCC(=O)NCc3ccc(F)c(F)c3)o2)no1 returned Mdm2 ligase inh -17.5, EBV gp42 block -9.8, TRPN1 ag -2.5, NCF1 inh -2.8, CHOP inh -7.3, TNF death inh 1.9 and TRPML3 ag -0.1.
N/C(CCN1CCOCC1)=N/O was read as Mdm2 ligase inh -11.4, Runt-SMMHC FRET 7.2, EBV gp42 block -19.1, TRPN1 ag 0.7, NCF1 inh -3.4, PPC-1+TRAIL kill 10.0, CHOP inh 12.2, TNF death inh 1.6 and TRPML3 ag 0.8.
`CC(C)(C)C1c2[nH]c3ccccc3c2CCN1CCCn1cccn1` (centres undefined) gave Mdm2 ligase inh -11.1, Runt-SMMHC FRET 0.8, EBV gp42 block 7.8, TRPN1 ag -0.3, NCF1 inh -3.0, PPC-1+TRAIL kill 3.4, CHOP inh 4.7, TNF death inh 1.5 and TRPML3 ag -0.6.
Screening CCn1c2ccccc2c2cc(/C=N/O)ccc21 returned Mdm2 ligase inh -7.8, Runt-SMMHC FRET -0.1, EBV gp42 block 5.7, TRPN1 ag -1.8, NCF1 inh -2.0, PPC-1+TRAIL kill 12.6, CHOP inh 51.1, TNF death inh -1.3 and TRPML3 ag 0.4.
For CCC(=O)NC(=S)Nc1ccc(NC(=O)c2cccnc2)cc1 the results were Mdm2 ligase inh -12.5, Runt-SMMHC FRET 1.4, EBV gp42 block -8.6, TRPN1 ag 0.5, NCF1 inh -3.4, PPC-1+TRAIL kill 17.4, CHOP inh -0.5, TNF death inh 3.8 and TRPML3 ag 1.1.
For COc1ccc(CCNC(=O)CN2CCN(c3ccccc3Cl)CC2)cc1 the results were Mdm2 ligase inh 6.5, Runt-SMMHC FRET -1.9, EBV gp42 block -11.7, TRPN1 ag -0.6, NCF1 inh -11.7, PPC-1+TRAIL kill 6.3, CHOP inh 18.6, TNF death inh 3.5 and TRPML3 ag -0.6.
For O=C1C2C3C=CC(C4CC34)C2C(=O)N1/N=C/c1ccc(-c2ccccc2[N+](=O)[O-])o1 (centres undefined) the results were Mdm2 ligase inh -7.0, Runt-SMMHC FRET 1.4, EBV gp42 block -1.4, TRPN1 ag -1.3, NCF1 inh -20.1, PPC-1+TRAIL kill -16.6, CHOP inh 57.9, TNF death inh 0.1 and TRPML3 ag 0.4.
`CC(NC(=O)Nc1ncccn1)(C(F)(F)F)C(F)(F)F` gave Mdm2 ligase inh -7.8, Runt-SMMHC FRET -1.8, EBV gp42 block -3.8, TRPN1 ag -0.5, NCF1 inh -5.7, PPC-1+TRAIL kill 28.4, CHOP inh 2.2, TNF death inh 0.7 and TRPML3 ag 1.1.
Screening Cc1ccc(S(=O)(=O)Nc2ccc(-c3nnc(SCC#N)n3C)cc2)cc1 returned Mdm2 ligase inh -24.2, Runt-SMMHC FRET 3.5, EBV gp42 block -28.4, TRPN1 ag 2.0, NCF1 inh -6.5, PPC-1+TRAIL kill -1.5, CHOP inh 22.9, TNF death inh -0.4 and TRPML3 ag 0.5.
For CCn1c(SCC(N)=O)nc2sc3c(c2c1=O)CCCC3 the results were Runt-SMMHC FRET 1.8, EBV gp42 block -4.2, TRPN1 ag -0.8, NCF1 inh -4.0, PPC-1+TRAIL kill 33.4, CHOP inh 12.1, TNF death inh -3.8 and TRPML3 ag 0.5.
For CC1CC(C)CN(C(=O)CCc2ccccc2)C1 (centres undefined) the results were Mdm2 ligase inh -11.4, Runt-SMMHC FRET -3.3, EBV gp42 block 0.9, TRPN1 ag -1.2, NCF1 inh -4.9, PPC-1+TRAIL kill -3.8, CHOP inh 23.4, TNF death inh 1.9 and TRPML3 ag 0.6.
CC(C)C(=O)NN(C(=O)C(C)C)c1nc2ccccc2s1 was read as Mdm2 ligase inh -0.6, Runt-SMMHC FRET -2.6, EBV gp42 block -5.4, TRPN1 ag -1.3, NCF1 inh 1.6, PPC-1+TRAIL kill 14.6, CHOP inh 15.7, TNF death inh 0.2 and TRPML3 ag -0.1.
Nn1c(CSc2nc3ccccc3o2)nnc1CSc1nc2ccccc2o1 was read as Mdm2 ligase inh -9.1, Runt-SMMHC FRET -1.5, EBV gp42 block 9.4, TRPN1 ag -0.2, NCF1 inh -8.6, PPC-1+TRAIL kill -38.4, CHOP inh 18.8, TNF death inh -1.2 and TRPML3 ag 0.7.
Screening CCCc1cc(=O)oc2cc(Oc3ncccn3)ccc12 returned Mdm2 ligase inh 24.6, Runt-SMMHC FRET 2.2, EBV gp42 block -2.9, TRPN1 ag 0.1, NCF1 inh 0.9, PPC-1+TRAIL kill 24.3, CHOP inh -7.8, TNF death inh 0.2 and TRPML3 ag -0.5.
For CC(C)(O)C(=O)N=Nc1c(O)[nH]c2ccccc12 the results were Mdm2 ligase inh 3.5, Runt-SMMHC FRET -6.8, EBV gp42 block -7.0, TRPN1 ag -0.7, NCF1 inh -16.1, PPC-1+TRAIL kill 26.3, CHOP inh -29.9, TNF death inh -0.8 and TRPML3 ag 0.0.
Screening Cc1ccn(-c2cc(O)c(-n3ccc(C)n3)cc2O)n1 returned Mdm2 ligase inh -15.7, Runt-SMMHC FRET 25.3, EBV gp42 block -11.8, TRPN1 ag 1.4, NCF1 inh 5.9, PPC-1+TRAIL kill -1.2, CHOP inh 15.4, TNF death inh 1.2 and TRPML3 ag 0.7.
`Cc1cc(C)c(NC2=NS(=O)(=O)c3ccccc32)c(C)c1` gave Mdm2 ligase inh -8.4, Runt-SMMHC FRET 1.5, EBV gp42 block -9.3, TRPN1 ag -0.5, NCF1 inh 1.9, PPC-1+TRAIL kill 20.0, CHOP inh -4.5, TNF death inh -1.7 and TRPML3 ag 0.7.
